Screening data: PubChem, several laboratories
3CLpro inhibitor = SARS-CoV 3CLpro protease inhibition. P0C6X7. recombinant SARS-CoV 3CLpro, quenched FRET peptide cleavage. inhibition, % at 6 µM. 0.14% of 290,000 active. AID 1706; in the data active = inhibition above about 12%
MazEF act = MazEF (E. coli) toxin RNase activation; P0AE70; FAM/BHQ RNA-DNA oligo cleavage fluorescence, 5 h; activation, % at 20 µM; 0.32% of 350,000 active; in the data active = activation above about 50%
Target sequence (P0AE70 whole entry, looked up): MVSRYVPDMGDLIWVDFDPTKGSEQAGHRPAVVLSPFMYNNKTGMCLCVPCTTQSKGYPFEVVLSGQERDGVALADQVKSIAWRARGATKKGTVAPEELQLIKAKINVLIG
PriA SSB inh = blocks PriA binding to SSB C-terminal tail. AlphaScreen SSBct-PriA binding, biotinylated peptide. inhibition, % at 33 µM. 0.6% of 430,000 active; in the data active = inhibition mostly above about 37%, no sharp cut-off; inactive = mostly below about 20%;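 also: plate controls were negative control peptide for no effect and reference peptide for full effect; strong numbers were not always called active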
CCHF vOTU inh = blocks the CCHF virus ovarian tumor domain protease | 0.55% of 370,000 active | AID 651958 | inhibition, % at 11.5 µM | CCHFV vOTU protease, Pep-AMC fluorescence; in the data active = inhibition above about 30%; also: 0% = vehicle wells with enzyme and 100% = no enzyme wells
PrPC TRFRET = reduces human prion protein on the cell surface; P04156; cell surface PrPC, TR-FRET read-out; inhibition, % at 13.8 µM; 0.43% of 370,000 active; AID 720596; in the data active = inhibition above about 24%; also: 0% = median of the test wells and 100% = reference compound wells
BH1578 lux ind = induces V. cholerae light production without autoinducers. V. cholerae BH1578 lux reporter, luminescence, 6 h. activation, % at 18.7 µM. 0.16% of 350,000 active. AID 588436; in the data active = activation mostly above about 9.7%, no sharp cut-off; also: not every result past the cut was called active; inactives centre near 0; reference of the scale not given here
VHR inh abs = DUSP3 (human) phosphatase inhibition; AID 1654; 0.52% of 290,000 active; inhibition, % at 13.3 µM; recombinant VHR phosphatase, pNPP absorbance; P51452; in the data active = inhibition above about 50%; also: some compounds called inactive have numbers as strong as hits
Target sequence (P51452 whole entry, looked up): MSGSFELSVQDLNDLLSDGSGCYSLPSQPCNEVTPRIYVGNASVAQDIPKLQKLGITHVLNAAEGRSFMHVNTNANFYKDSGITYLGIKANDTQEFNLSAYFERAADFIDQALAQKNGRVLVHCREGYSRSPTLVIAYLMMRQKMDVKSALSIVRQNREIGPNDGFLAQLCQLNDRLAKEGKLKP
TcdB GH inh = blocks C. difficile toxin B glycohydrolase activity; P18177; AID 652162; 0.24% of 350,000 active; TcdB glycohydrolase enzymatic assay, plate reader; inhibition, % at 9.99 µM; in the data active = inhibition above about 10%
Yp Topo-I inh = blocks Yersinia pestis topoisomerase I activity; Y. pestis Topo-I cleavage product accumulation, plate reader; activity, % at 10 µM; 0.064% of 360,000 active; in the data active = activity above about 50%, passing the limit was not always enough; also: inactives centre near 2
Rv3671c protease = inhibits the M. tuberculosis serine protease Rv3671c; inhibition, % at 5.96 µM; P9WHR9; 0.048% of 320,000 active; in the data active = inhibition above about 38%;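 also: extracellular domain of Rv3671c used as enzyme; 0% = enzyme with DMSO and 100% = no enzyme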
Target sequence (P9WHR9 whole entry, looked up, the tested form may be a part): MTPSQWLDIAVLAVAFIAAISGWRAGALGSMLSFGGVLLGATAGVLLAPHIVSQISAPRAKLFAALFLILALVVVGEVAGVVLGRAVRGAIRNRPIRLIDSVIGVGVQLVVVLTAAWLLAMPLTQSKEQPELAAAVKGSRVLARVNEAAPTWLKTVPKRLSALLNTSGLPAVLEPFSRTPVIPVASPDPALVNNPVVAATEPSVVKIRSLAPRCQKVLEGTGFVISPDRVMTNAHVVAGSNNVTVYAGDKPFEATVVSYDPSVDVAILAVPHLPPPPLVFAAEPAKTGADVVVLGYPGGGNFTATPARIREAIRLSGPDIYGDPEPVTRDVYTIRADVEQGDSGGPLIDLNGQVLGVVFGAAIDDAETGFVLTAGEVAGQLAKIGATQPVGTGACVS
* = called active by the depositor; i = inactive; / = no result given. A portion of the library; the hit share may differ from the screen's.

SMILES	3CLpro inhibitor	MazEF act	PriA SSB inh	CCHF vOTU inh	PrPC TRFRET	BH1578 lux ind	VHR inh abs	TcdB GH inh	Yp Topo-I inh	Rv3671c protease
O=C(NCC1CCCO1)c1ccc(Br)c(S(=O)(=O)N2CCOCC2)c1 (configuration not stated)	/	-19	-10	7	4	i	/	-1.2	-8	-4
O=C(Nc1ccc(Cc2ccncc2)cc1)c1ccc([N+](=O)[O-])o1	2	7	2	-5	19	0.5	13	1.8	-11	-13
Cc1ccc(-c2nnc(SCC(=O)N3c4ccccc4NC(=O)C3(C)C)n2N)cc1	4	-5	2	6	7	-1.0	28	/	4	9
O=C(NCC(=O)N1CC=C(c2ccccc2)CC1)c1ccccc1Br	-3	4	-4	-3	-1	-1.7	-9	-0.6	0	1
CN(C)S(=O)(=O)c1cccc(NC(=O)COC(=O)/C=C/c2cccs2)c1	-1	-1	-10	-9	4	i	7	-1.8	6	1
CCCCNC(=O)c1nn(-c2ccccc2OC)c(=O)c2ccccc12	4	1	-10	15	-1	-0.4	18	/	-5	0
CCOC(=O)Cn1c(=NC(=O)c2nc3ccccc3s2)sc2cc(S(N)(=O)=O)ccc21	-2	2	4	-4	-6	-1.6	-8	/	1	-12
CC(C)C1C(C#N)=C(N)SC(N)=C1C#N	0	-4	-7	-3	-2	i	7	/	8	-2
CCOC(=O)c1cc(C(=O)Nc2cccc(C)c2)nn1C	3	3	-11	-8	-2	-1.9	16	/	3	-3
COc1ccc(C(=O)Nc2cc(C(=O)O)cc(C(=O)O)c2)cc1Cl	-5	-15	-5	3	-16	-1.4	31	-2.0	-3	9
COc1ccc(NC(=O)COc2ccccc2C(N)=O)cc1S(=O)(=O)N1CCCCC1	/	5	/	-6	-3	-1.3	/	1.1	7	/
CC(NC(=O)CCc1nnc(C2(c3ccc(Cl)cc3)CCC2)o1)C1CC1 (configuration not stated)	0	-1	-6	-2	6	i	8	0.9	3	8
CC(C(=O)N1CCN(Cc2ccc3c(c2)OCO3)CC1)c1ccc([N+](=O)[O-])cc1 (configuration not stated)	2	6	8	-13	-8	-0.3	2	2.2	19	-8
C#CC1CN(Cc2ccccc2)CC(C#C)N1C (configuration not stated)	0	-8	-9	6	-9	i	1	/	6	-9
NC(=S)Nc1cccc(F)c1	-2	8	-12	2	8	-0.4	32	-0.8	1	5
O=C(Cc1ccc(Cl)cc1)NNC(=O)c1ccco1	3	-3	-13	17	-1	-0.5	6	0.6	6	3
CCOC(=O)NC(=O)/C(C#N)=N\Nc1ccc(Cl)cc1	-1	2	/	17	-9	-0.4	30	/	1	0
CSc1nc2ncc(C#N)cn2n1	2	-14	-7	-13	-3	0.1	12	0.1	6	9
COc1ccc(N(CC(=O)NCCSCc2ccco2)S(=O)(=O)c2ccccc2)cc1Cl	-1	-4	-3	-1	-1	-0.2	-2	1.1	13	-4
Fc1cccc(F)c1/C=N/Nc1ccccn1	2	9	/	10	-1	-0.3	17	1.2	4	-2
CSc1nsc(NC(=O)OCc2ccc(Cl)cc2)n1	13*	0	-41	-1	6	0.3	-2	0.1	-2	0
Cc1noc(C)c1CSc1ccccc1C(=O)O	3	11	-3	10	5	-2.8	-5	1.4	-1	-6
COc1cc(C(C(=O)NC2CCCC2)N(C(=O)c2snc(C(N)=O)c2N)C2CCCC2)cc(OC)c1OC (configuration not stated)	3	6	-6	5	-2	-3.6	-23	-1.5	4	2
O=C(Nc1ccc(NS(=O)(=O)c2ccccc2)cc1)c1ccc(Cl)cc1	2	5	-9	3	8	-0.2	14	1.2	12	-50
O=c1cc(-c2ccccc2)oc2cc(OCc3ccccc3)cc(O)c12	5	-7	-29	0	0	4.2	15	0.4	0	6
COc1ccc(CNC(=O)CCCn2nc(C)c3c(C)n(-c4ccccc4)nc3c2=O)cc1	0	11	1	1	3	-0.4	-2	1.1	13	-6
CC(O)(P(=O)(O)O)P(=O)(O)O	/	10	-4	10	3	-0.3	/	-0.3	-13	/
COc1cc(NC(=O)CN2CCC(C(N)=O)(N3CCCCC3)CC2)c(OC)cc1Cl	3	7	1	-10	-6	-1.6	22	0.7	7	1
CCNC(=O)C1(C)CCCN(C(=O)c2cc(OC)ccc2Br)C1 (configuration not stated)	/	/	/	-14	0	-0.2	/	0.0	3	/
CC(C)CC(C(=O)N1CCOCC1)N1Cc2ccccc2C1=O (configuration not stated)	5	-5	-6	12	-3	/	13	2.1	-3	-4
COc1ccc(OC(C)C(=O)NC(C)c2ccccc2)cc1 (configuration not stated)	7	4	-7	7	9	1.2	-12	0.0	-3	-5
COc1cc(N(C(C)=O)c2ccc(O)cc2)c2ncccc2c1	/	5	/	21	-5	3.7	/	1.3	-5	/
CN(C)c1cccc(C(=O)OCC(=O)Nc2ccccc2Sc2ccccc2)c1	3	3	-35	6	6	-2.7	12	-7.9	18	-1
O=C(COC(=O)c1ccc(O)cc1)Nc1cccc(S(=O)(=O)NC2=NCCC2)c1	/	4	2	-14	-7	i	/	-0.4	4	-1
Cc1ccc(S(=O)(=O)NCCC(=O)NNC(=O)COc2ccc(Br)cc2)cc1C	/	4	-10	9	-3	i	/	1.5	27	2
COCCCNC(=S)Nc1ccccc1[N+](=O)[O-]	2	-9	-9	1	-8	-0.1	5	1.0	-3	-3
CC(C)c1ccc(NC2CCCN(C(=O)c3ccnn3C)C2)cc1 (configuration not stated)	2	6	1	1	0	i	16	-1.2	2	-2
CCC(CC)c1nnc(NC(=O)COc2ccc3c(c2)OCO3)s1	3	4	2	24	15	-0.1	21	-5.3	14	-8
CC(O)CN=c1cc(-c2ccccc2)oc2ccc(Cl)cc12 (configuration not stated)	-5	4	/	19	-22	/	30	0.9	-1	0
CCN(CC)CC(=O)Nc1ccc2c(c1)N(C(=O)CN(CC)CC)c1ccccc1CC2	-3	9	1	-16	-8	0.9	24	0.5	-10	-1

Taken from above:
CCN(CC)CC(=O)Nc1ccc2c(c1)N(C(=O)CN(CC)CC)c1ccccc1CC2 | PrPC TRFRET = -8
CN(C)c1cccc(C(=O)OCC(=O)Nc2ccccc2Sc2ccccc2)c1 | Rv3671c protease = -1

More structures.
SMILES	3CLpro inhibitor	MazEF act	PriA SSB inh	CCHF vOTU inh	PrPC TRFRET	BH1578 lux ind	VHR inh abs	TcdB GH inh	Yp Topo-I inh	Rv3671c protease
Cc1nn(-c2ccccc2)c(C)c1C(=O)NCCc1ccc(Cl)cc1	2	-3	-20	-12	4	-4.5	-24	-0.6	22	-3
Cc1cc(C(F)F)n2ncc(C(=O)NC3CCCCCC3)c2n1	0	1	7	7	0	i	2	/	11	4
COC(=O)CN1C(=O)[C@H]2[C@@H](/C=C/c3ccccc3)N3C(=O)CN(Cc4ccccc4)C(=O)[C@@]3(C)[C@H]2C1=O	-1	-4	-5	10	-1	-0.6	17	-1.3	5	6
CN(C(=O)/C=C/c1ccc(F)cc1)C1CCCCC1	/	-14	-6	-10	2	-0.9	/	1.8	11	-1
c1ccc2c(c1)[nH]c1c(N3CCN(C4CCCCC4)CC3)ncnc12	-7	6	2	-28	1	0.3	/	/	6	-10
COc1ccc(C2/C(=C(\O)c3ccc4c(c3)OCCO4)C(=O)C(=O)N2Cc2cccnc2)cc1 (configuration not stated)	2	-17	/	13	0	-0.2	-47	-2.2	-1	-6
Oc1c(CN2CCCCC2)cc(Br)c2cccnc12	-2	-2	78	70*	32*	-0.4	2	/	-18	-8
Cc1cc(SCC(=O)NC(=O)NCc2ccco2)nc2ccccc12	-2	-2	-6	0	11	i	18	/	-1	-18
O=c1oc2c(-c3ccc([N+](=O)[O-])cc3)cc(O)cc2s1	-2	-29	-2	6	-10	i	10	1.5	-6	-1
CCOc1ccc(C2CC(=O)c3c([nH]c(C(=O)OC)c3C)C2)cc1OC (configuration not stated)	2	-19	-14	1	3	-0.8	0	/	-1	-8
c1ccc2cc(OCCCn3ccnc3)ccc2c1	-1	4	9	3	12	i	18	3.4	2	1
Cc1cc(NC(=O)CSc2cn(CCNC(=O)c3ccc(Cl)cc3)c3ccccc23)no1	2	7	-7	-2	12	-0.1	-27	0.7	15	-2
COc1ccccc1C(=O)Nc1ccc(S(=O)(=O)N2CCCCC2c2cccnc2)cc1 (configuration not stated)	2	-6	-3	6	-4	-0.5	8	1.3	24	-13
COc1ccc(NC(=O)c2cccc3ccccc23)cc1	1	-6	-2	-7	6	-0.2	15	-3.1	-1	-2
CCCC[C@@H](CNC)NC[C@H](Cc1ccc(O)cc1)NCCc1ccc(OCC)cc1	5	10	0	3	-16	i	25	0.7	-4	-1
CNC(=O)c1[nH]cnc1C(=O)Nc1ccc(OC)cc1	3	4	-7	9	4	-0.4	12	2.1	-1	3
COc1cccc(C2CC(c3ccc(C(C)C)cc3)n3nc(N)nc3N2)c1 (configuration not stated)	1	7	2	1	-2	-0.3	21	0.4	11	3
Nc1nc(NCCO)nc(NCc2ccccc2)c1[N+](=O)[O-]	-4	6	0	/	/	-0.3	17	/	5	3
O=c1c(-c2ccc(O)cc2)coc2cc(O)cc(O)c12	/	8	4	-6	-7	-0.5	-13	7.4	-7	4
NC(=O)CC1C(=O)N(c2ccccc2)C(=S)N1NC(=O)c1ccc(Br)cc1 (configuration not stated)	2	7	-5	23	13	i	30	-2.2	3	-6

Record cards, as listed above:
COc1ccccc1C(=O)Nc1ccc(S(=O)(=O)N2CCCCC2c2cccnc2)cc1 (configuration not stated) is listed with 3CLpro inhibitor = 2; MazEF act = -6; PriA SSB inh = -3; CCHF vOTU inh = 6; PrPC TRFRET = -4; BH1578 lux ind = -0.5; VHR inh abs = 8; TcdB GH inh = 1.3; Yp Topo-I inh = 24; Rv3671c protease = -13
Cc1cc(NC(=O)CSc2cn(CCNC(=O)c3ccc(Cl)cc3)c3ccccc23)no1 is listed with 3CLpro inhibitor = 2; MazEF act = 7; PriA SSB inh = -7; CCHF vOTU inh = -2; PrPC TRFRET = 12; BH1578 lux ind = -0.1; VHR inh abs = -27; TcdB GH inh = 0.7; Yp Topo-I inh = 15; Rv3671c protease = -2
Nc1nc(NCCO)nc(NCc2ccccc2)c1[N+](=O)[O-] is listed with 3CLpro inhibitor = -4; MazEF act = 6; PriA SSB inh = 0; CCHF vOTU inh = /; PrPC TRFRET = /; BH1578 lux ind = -0.3; VHR inh abs = 17; TcdB GH inh = /; Yp Topo-I inh = 5; Rv3671c protease = 3

Next part
SMILES	3CLpro inhibitor	MazEF act	PriA SSB inh	CCHF vOTU inh	PrPC TRFRET	BH1578 lux ind	VHR inh abs	TcdB GH inh	Yp Topo-I inh	Rv3671c protease
CCOC(=O)C1=C(C)N=C(SC)N(C)C1c1ccccc1 (configuration not stated)	0	-2	-14	-3	0	-0.5	7	/	12	-9
COc1ccc(/C=N/NC(=O)C(Cc2c[nH]c3ccccc23)NC(=O)OCC(C)C)cc1[N+](=O)[O-] (configuration not stated)	-1	5	/	1	-3	i	6	/	-6	4
CCOc1ccc(OCC(=O)Nc2ccccc2C(F)(F)F)cc1	-1	7	-16	12	-2	-0.1	22	0.7	10	-11
COc1cccc(CNC(=O)c2cccc(NC(=O)C3=C(C)OCCS3)c2)c1	2	5	5	17	4	-1.2	17	0.7	9	4
O=C(CNC(=O)c1ccco1)Nc1ccc(N2CCCCCC2)cc1	/	-2	29	14	-4	1.1	/	-15	2	-5
Cc1cccc(CCNC(=O)CNS(=O)(=O)c2ccc3nc(C)sc3c2)c1	-1	2	-12	12	0	i	48	1.5	2	8
CCOC(=O)N1CCN(C(=S)NC(=O)C23CC4CC(CC(C4)C2)C3)CC1	-6	11	-10	19	-7	i	18	0.5	7	7
Cc1occc1-c1nnc(SCC(=O)N2CCOCC2)o1	0	-1	-2	-14	-4	0.0	-2	/	6	12
CCOc1ccc(CCNC(=O)c2nn(C)c3c2CS(=O)(=O)c2ccccc2-3)cc1OCC	0	4	-9	1	6	-0.4	-14	-0.4	16	-3
CC1CCCN(C(=O)c2nn(C)c3c2CS(=O)(=O)c2ccccc2-3)C1 (configuration not stated)	2	13	-10	-1	11	0.0	7	-1.9	-11	-2
Clc1ccc(-c2cn3ccccc3n2)cc1	4	5	-5	-10	-13	0.0	11	1.6	-3	4
COc1ccc(NC(=O)CN(C)CC(=O)Nc2sc3c(c2C#N)CCC3)cc1	/	-3	11	8	7	-5.7	/	1.1	16	3
